From PubChem BioAssay
Large T inhibition = TAg ATPase/helicase activity blockers – biochemical (AID 1903); SV40 large T antigen ATPase/helicase inhibition assay; higher % means a stronger effect; inhibition, % at 20 µM, or IC50 in µM where a hit was titrated; 310,000 compounds, 0.39% hits; in the data active means a potency from the dose series; further: strong numbers were not always called active
XIAP displacement = XIAP antagonists, biochemical, IAP family, fluorescence polarization (AID 1018) | 200,000 compounds, 0.007% hits | XIAP BIR domain, fluorescence polarization peptide displacement; higher % means a stronger effect | one-dose displacement, % at 20 µM; IC50 in µM for titrated hits; in the data active means displacement above about 50%; further: a part of the inactive calls stands beside numbers as strong as those of hits
MgcRacGAP inhibition = MgcRacGAP GTPase-activating activity inhibitors, confirmation, biochemical, ADP Hunter fluorescence; MgcRacGAP-stimulated Rac1 GTP hydrolysis, ADP Hunter fluorescence; higher % means a stronger effect; GST-tagged Rac1 F28L mutant substrate; AID 624330; inhibition, % at 30 µM; hits with a dose series show IC50 in µM; 340,000 compounds, 0.6% hits;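 active means first-screen hits whose inhibition reached a set limit at any dose in the follow-up dose series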;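 further: fluorescence reports GDP produced by GAP-driven GTP hydrolysis; strong numbers were not always called active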
Dengue-2 NS5 capping = Dengue-2 NS5 methyltransferase inhibitors, primary screen, biochemical, confirmation dose response (AID 588689); 340,000 compounds, 0.3% hits; Dengue-2 NS5 methyltransferase capping enzyme assay, biochemical; higher % means a stronger effect; inhibition, % at 25 µM, or IC50 in µM where a hit was titrated; in the data active means a potency from the dose series
HIV peptide binding = inhibitors of HIV fusion peptide binding, primary screen, biochemical, uHTS, fluorescence dequenching (AID 1986) | cell-free peptide binding, fluorescence dequenching, 30 min; higher % means a stronger effect | 290,000 compounds, 0.3% hits | inhibition, % at 20 µM; hits with a dose series show IC50 in µM; in the data active means inhibition mostly above about 52%, no sharp cut-off; inactive means mostly below about 76%; further: some results filed as inactive read as strong as hits
SIAH1 antagonists = Siah-1 peptide-binding antagonists, primary screen, biochemical, fluorescence polarization, rhodamine-plectin, uHTS (AID 1817); Siah-1 / rhodamine-plectin peptide fluorescence polarization; higher % means a stronger effect; displacement, % at 20 µM, or IC50 in µM where a hit was titrated; 290,000 compounds, 0.02% hits;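 active means displacement of at least 50% at 20 µM, with a fluorescence ratio check between 0.3 and a set limit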;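 further: plate controls were Siah plus tracer with DMSO for no effect and tracer alone without Siah for full effect; strong numbers were not always called active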
RSV antiviral HEp-2 = RSV antiviral activity via CPE protection, HEp-2 cells, primary 10 µM value included (AID 2391); 310,000 compounds, 0.13% hits; HEp-2 cells, RSV-induced CPE inhibition; higher % means a stronger effect; one-dose CPE inhibition, % at 10 µM; IC50 in µM for titrated hits; in the data active means a potency from the dose series; further: strong numbers were not always called active
LYP inhibition = inhibitors of LYP phosphatase, biochemical, fluorescence intensity, uHTS (AID 1779) | recombinant LYP phosphatase, fluorescence intensity; higher % means a stronger effect | inhibition, % at 11.5 µM; hits with a dose series show IC50 in µM | 290,000 compounds, 0.054% hits; in the data active means inhibition above about 50%;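 further: plate controls were vehicle with enzyme for no effect and no enzyme for full effect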
AID2073 = inhibitors of Mint1-CaV2.2 protein interaction, biochemical, HTRF (AID 2073). inhibition, % at 20 µM, or IC50 in µM where a hit was titrated. 290,000 compounds, 0.19% hits. HTRF protein-protein interaction, Mint1-CaV2.2; higher % means a stronger effect; in the data active means inhibition mostly above about 51%, no sharp cut-off; further: some results filed as inactive read as strong as hits
* marks the source's active call; other numbers are inactive results.

The opening two compounds (preview)
`COc1ccc(-c2c(C)nn3c(N)c(C#N)cnc23)cc1OC` gave Large T inhibition -1%, XIAP displacement -3.2%, MgcRacGAP inhibition -1%, Dengue-2 NS5 capping -3%, HIV peptide binding -0.3%, SIAH1 antagonists -1%, RSV antiviral HEp-2 0.3%, LYP inhibition -2% and AID2073 -1%.
CCC(C)(C)n1nnnc1C(c1cc2ccc(OC)cc2[nH]c1=O)N1CCc2ccccc2C1 (stereo not drawn) was read as Large T inhibition 29%, XIAP displacement -0.7%, MgcRacGAP inhibition -3%, Dengue-2 NS5 capping 17%, HIV peptide binding 0.7%, SIAH1 antagonists 3%, RSV antiviral HEp-2 18%, LYP inhibition 1% and AID2073 57%*.

The whole of this part, from the start:
`COc1ccc(-c2c(C)nn3c(N)c(C#N)cnc23)cc1OC` gave Large T inhibition -1%, XIAP displacement -3.2%, MgcRacGAP inhibition -1%, Dengue-2 NS5 capping -3%, HIV peptide binding -0.3%, SIAH1 antagonists -1%, RSV antiviral HEp-2 0.3%, LYP inhibition -2% and AID2073 -1%.
CCC(C)(C)n1nnnc1C(c1cc2ccc(OC)cc2[nH]c1=O)N1CCc2ccccc2C1 (stereo not drawn) was read as Large T inhibition 29%, XIAP displacement -0.7%, MgcRacGAP inhibition -3%, Dengue-2 NS5 capping 17%, HIV peptide binding 0.7%, SIAH1 antagonists 3%, RSV antiviral HEp-2 18%, LYP inhibition 1% and AID2073 57%*.
CCc1cccc(NC(=O)c2cccc(S(=O)(=O)N3CCN(C)CC3)c2)c1 was read as Large T inhibition 2%, MgcRacGAP inhibition 6%, Dengue-2 NS5 capping -5%, HIV peptide binding 3.4%, SIAH1 antagonists -2%, RSV antiviral HEp-2 0.9%, LYP inhibition -5% and AID2073 0%.
COc1ccc(N2CCN(S(=O)(=O)c3cc4c(cc3C)N(C(C)=O)CCO4)CC2)cc1 was read as Large T inhibition 22%, MgcRacGAP inhibition 21%, Dengue-2 NS5 capping -7%, HIV peptide binding 0.0%, SIAH1 antagonists 4%, RSV antiviral HEp-2 -0.1%, LYP inhibition -1% and AID2073 -7%.
`Clc1ccc2noc(-c3ccccc3)c2c1` gave Large T inhibition 15%, XIAP displacement -8.0%, MgcRacGAP inhibition 2%, Dengue-2 NS5 capping -5%, HIV peptide binding -0.6%, SIAH1 antagonists -3%, RSV antiviral HEp-2 0.9%, LYP inhibition -3% and AID2073 -6%.
`COc1cc(OC)c(NC(=O)c2cccc(F)c2)cc1Cl` gave Large T inhibition 22%, XIAP displacement -5.5%, MgcRacGAP inhibition 5%, Dengue-2 NS5 capping -6%, HIV peptide binding -1.7%, SIAH1 antagonists 4%, RSV antiviral HEp-2 4.9%, LYP inhibition -4% and AID2073 -5%.
N#CC(C#N)=Cc1ccccc1OCc1ccccc1 was read as Large T inhibition 18%, HIV peptide binding 1.1%, SIAH1 antagonists 3%, RSV antiviral HEp-2 0.1%, LYP inhibition -3% and AID2073 -6%.
For O=S(=O)(NCc1cccnc1)c1ccccc1 the results were Large T inhibition 19%, XIAP displacement -13%, MgcRacGAP inhibition 0%, Dengue-2 NS5 capping -3%, HIV peptide binding 2.3%, SIAH1 antagonists 1%, RSV antiviral HEp-2 2.6%, LYP inhibition -4% and AID2073 9%.
`COc1ccc(Cl)cc1N(CC(=O)N(C)C)S(=O)(=O)c1ccc(C)c([N+](=O)[O-])c1` gave Large T inhibition 21%, XIAP displacement 4.5%, MgcRacGAP inhibition 4%, Dengue-2 NS5 capping -14%, HIV peptide binding -0.9%, SIAH1 antagonists -1%, RSV antiviral HEp-2 4.2%, LYP inhibition -1% and AID2073 0%.
Screening CCC(=O)N(Cc1cc2cc(OC)ccc2[nH]c1=O)c1ccccc1C returned Large T inhibition 10%, XIAP displacement -7.2%, MgcRacGAP inhibition 3%, Dengue-2 NS5 capping 6%, HIV peptide binding 2.3%, SIAH1 antagonists -8%, RSV antiviral HEp-2 3.6%, LYP inhibition -12% and AID2073 2%.
For CSc1nsc(SC)c1C(=O)NC(=O)Nc1cccnc1 the results were Large T inhibition -5%, MgcRacGAP inhibition 6%, Dengue-2 NS5 capping 0%, HIV peptide binding 0.1%, SIAH1 antagonists -6%, LYP inhibition -14% and AID2073 3%.
O=c1c2c([nH]c3ccccc13)CCCCCC2 was read as Large T inhibition 10%, XIAP displacement -3.8%, MgcRacGAP inhibition 0%, Dengue-2 NS5 capping 0%, HIV peptide binding 1.6%, SIAH1 antagonists 5%, RSV antiviral HEp-2 5.8%, LYP inhibition -6% and AID2073 9%.
`N#Cc1ccc(/C=N/NC(=S)Nc2ccc(S(=O)(=O)N3CCOCC3)cc2)cc1` gave Large T inhibition 15%, MgcRacGAP inhibition 9%, Dengue-2 NS5 capping -14%, HIV peptide binding -1.4%, SIAH1 antagonists 1%, RSV antiviral HEp-2 1.2%, LYP inhibition 0% and AID2073 10%.
Screening CCOC(=O)c1cc(-c2nnc(SCC(=O)Nc3ccc(F)cc3)o2)c(C)nc1C returned Large T inhibition 2%, XIAP displacement -8.3%, MgcRacGAP inhibition 9%, Dengue-2 NS5 capping -1%, HIV peptide binding -4.7%, SIAH1 antagonists -2%, RSV antiviral HEp-2 -2.4%, LYP inhibition -4% and AID2073 27%.
Screening COC(=O)C1CSC(C(=O)OC)N1C(=O)Nc1ccccc1 (stereo not drawn) returned Large T inhibition 2%, XIAP displacement 0.2%, MgcRacGAP inhibition 11%, Dengue-2 NS5 capping -1%, HIV peptide binding -1.3%, SIAH1 antagonists 2%, RSV antiviral HEp-2 1.2%, LYP inhibition -8% and AID2073 -13%.
`CCN(CC)S(=O)(=O)c1ccc(C(=O)NCC(=O)N/N=C/c2ccccc2OC)cc1` gave Large T inhibition 22%, MgcRacGAP inhibition 5%, Dengue-2 NS5 capping 4%, HIV peptide binding 0.9%, SIAH1 antagonists 1%, RSV antiviral HEp-2 1.3%, LYP inhibition -4% and AID2073 7%.
Screening NC(=O)C1CCN(C(=O)C(=O)c2cn(CC(=O)N3CCCCCC3)c3ccccc23)CC1 returned Large T inhibition 1%, MgcRacGAP inhibition 10%, Dengue-2 NS5 capping 0%, HIV peptide binding -1.6%, SIAH1 antagonists 0%, RSV antiviral HEp-2 0.5%, LYP inhibition -4% and AID2073 17%.
CSc1nc2c(c(=O)[nH]1)C(c1ccc(Cl)cc1)CC(=O)N2 (stereo not drawn) was read as Large T inhibition 3%, XIAP displacement -3.3%, MgcRacGAP inhibition -6%, Dengue-2 NS5 capping 7%, HIV peptide binding 2.4%, SIAH1 antagonists 2%, RSV antiviral HEp-2 1.6%, LYP inhibition -8% and AID2073 -1%.
`NNC(=O)CCN(Cc1ccco1)S(=O)(=O)c1ccc(Cl)cc1` gave Large T inhibition 9%, MgcRacGAP inhibition -9%, Dengue-2 NS5 capping -12%, HIV peptide binding -3.0%, SIAH1 antagonists -1%, RSV antiviral HEp-2 2.4%, LYP inhibition -14% and AID2073 -5%.
Screening COc1cc(/C=C/C(=O)OCC(=O)NCC2CCCO2)ccc1OCC#N (stereo not drawn) returned Large T inhibition 4%, XIAP displacement 0.5%, MgcRacGAP inhibition 3%, Dengue-2 NS5 capping -3%, HIV peptide binding 1.5%, SIAH1 antagonists 9%, RSV antiviral HEp-2 1.7%, LYP inhibition -2% and AID2073 4%.

Reprinted from the entries so far (6 entries):
`COc1ccc(-c2c(C)nn3c(N)c(C#N)cnc23)cc1OC` gave Large T inhibition -1%, XIAP displacement -3.2%, MgcRacGAP inhibition -1%, Dengue-2 NS5 capping -3%, HIV peptide binding -0.3%, SIAH1 antagonists -1%, RSV antiviral HEp-2 0.3%, LYP inhibition -2% and AID2073 -1%.
CCC(C)(C)n1nnnc1C(c1cc2ccc(OC)cc2[nH]c1=O)N1CCc2ccccc2C1 (stereo not drawn) was read as Large T inhibition 29%, XIAP displacement -0.7%, MgcRacGAP inhibition -3%, Dengue-2 NS5 capping 17%, HIV peptide binding 0.7%, SIAH1 antagonists 3%, RSV antiviral HEp-2 18%, LYP inhibition 1% and AID2073 57%*.
CCc1cccc(NC(=O)c2cccc(S(=O)(=O)N3CCN(C)CC3)c2)c1 was read as Large T inhibition 2%, MgcRacGAP inhibition 6%, Dengue-2 NS5 capping -5%, HIV peptide binding 3.4%, SIAH1 antagonists -2%, RSV antiviral HEp-2 0.9%, LYP inhibition -5% and AID2073 0%.
COc1ccc(N2CCN(S(=O)(=O)c3cc4c(cc3C)N(C(C)=O)CCO4)CC2)cc1 was read as Large T inhibition 22%, MgcRacGAP inhibition 21%, Dengue-2 NS5 capping -7%, HIV peptide binding 0.0%, SIAH1 antagonists 4%, RSV antiviral HEp-2 -0.1%, LYP inhibition -1% and AID2073 -7%.
`Clc1ccc2noc(-c3ccccc3)c2c1` gave Large T inhibition 15%, XIAP displacement -8.0%, MgcRacGAP inhibition 2%, Dengue-2 NS5 capping -5%, HIV peptide binding -0.6%, SIAH1 antagonists -3%, RSV antiviral HEp-2 0.9%, LYP inhibition -3% and AID2073 -6%.
`COc1cc(OC)c(NC(=O)c2cccc(F)c2)cc1Cl` gave Large T inhibition 22%, XIAP displacement -5.5%, MgcRacGAP inhibition 5%, Dengue-2 NS5 capping -6%, HIV peptide binding -1.7%, SIAH1 antagonists 4%, RSV antiviral HEp-2 4.9%, LYP inhibition -4% and AID2073 -5%.

Continuation.
CCNC(=O)C(C)Oc1ccc(Cl)cc1Cl (stereo not drawn) was read as Large T inhibition 6%, XIAP displacement -4.8%, MgcRacGAP inhibition 6%, Dengue-2 NS5 capping -2%, HIV peptide binding -1.0%, SIAH1 antagonists -4%, RSV antiviral HEp-2 1.4%, LYP inhibition -10% and AID2073 -2%.
Screening CCCC(=O)Nc1ccc(NC(=O)c2ccccc2Cl)nc1 returned Large T inhibition -7%, XIAP displacement -7.5%, MgcRacGAP inhibition -1%, Dengue-2 NS5 capping -5%, HIV peptide binding 0.3%, SIAH1 antagonists -6%, RSV antiviral HEp-2 2.9%, LYP inhibition -12% and AID2073 0%.
`COc1ccc(Nc2cc(C)nc3ncnn23)c(OC)c1` gave Large T inhibition 4%, XIAP displacement -2.2%, MgcRacGAP inhibition 10%, Dengue-2 NS5 capping -1%, HIV peptide binding 11%, SIAH1 antagonists -1%, RSV antiviral HEp-2 -0.1%, LYP inhibition -4% and AID2073 11%.
O=C(Cn1cc2c(n1)CCCC2)Nc1ccccc1Br was read as Large T inhibition 8%, XIAP displacement -4.1%, MgcRacGAP inhibition 3%, Dengue-2 NS5 capping -1%, HIV peptide binding 1.3%, SIAH1 antagonists -1%, RSV antiviral HEp-2 -0.4%, LYP inhibition -8% and AID2073 -5%.
`CCOC(=O)Oc1ccc2c(c1)C(C)=CC(C)(C)N2C(=O)OCC` gave Large T inhibition 5%, XIAP displacement -3.4%, MgcRacGAP inhibition 5%, Dengue-2 NS5 capping -6%, HIV peptide binding 1.6%, SIAH1 antagonists 2%, RSV antiviral HEp-2 2.0%, LYP inhibition 0% and AID2073 -6%.
Screening CCCc1cc(=O)[nH]c(SCC(=O)N2CCCC2=O)n1 returned Large T inhibition 11%, MgcRacGAP inhibition 11%, Dengue-2 NS5 capping -8% and RSV antiviral HEp-2 -1.4%.
